Mdm2-MdmX inh – inhibitors of human Mdm2/MdmX interaction; hit rate 3% among 330,000; inhibition, % at 8 µM; O15151+Q00987; SaOS-2 split-luciferase Mdm2/MdmX complementation, luminescence; AID 485346;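 active means inhibition of at least 50% at 8 µM in the primary screen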
Target sequence (O15151 whole entry, looked up): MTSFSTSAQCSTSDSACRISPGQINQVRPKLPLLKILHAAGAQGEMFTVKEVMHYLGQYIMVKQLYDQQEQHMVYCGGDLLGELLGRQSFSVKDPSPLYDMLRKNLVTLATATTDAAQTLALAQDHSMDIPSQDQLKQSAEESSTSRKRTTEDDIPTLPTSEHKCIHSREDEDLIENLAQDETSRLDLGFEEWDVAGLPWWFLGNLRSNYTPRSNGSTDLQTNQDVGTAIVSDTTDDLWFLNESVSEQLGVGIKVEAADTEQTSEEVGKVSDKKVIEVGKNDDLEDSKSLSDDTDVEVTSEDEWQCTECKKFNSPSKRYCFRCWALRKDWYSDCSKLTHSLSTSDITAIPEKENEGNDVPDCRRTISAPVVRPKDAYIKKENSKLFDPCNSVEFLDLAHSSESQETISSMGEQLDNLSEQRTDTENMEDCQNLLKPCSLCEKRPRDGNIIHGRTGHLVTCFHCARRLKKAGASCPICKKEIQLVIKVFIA
Target sequence (Q00987 whole entry, looked up): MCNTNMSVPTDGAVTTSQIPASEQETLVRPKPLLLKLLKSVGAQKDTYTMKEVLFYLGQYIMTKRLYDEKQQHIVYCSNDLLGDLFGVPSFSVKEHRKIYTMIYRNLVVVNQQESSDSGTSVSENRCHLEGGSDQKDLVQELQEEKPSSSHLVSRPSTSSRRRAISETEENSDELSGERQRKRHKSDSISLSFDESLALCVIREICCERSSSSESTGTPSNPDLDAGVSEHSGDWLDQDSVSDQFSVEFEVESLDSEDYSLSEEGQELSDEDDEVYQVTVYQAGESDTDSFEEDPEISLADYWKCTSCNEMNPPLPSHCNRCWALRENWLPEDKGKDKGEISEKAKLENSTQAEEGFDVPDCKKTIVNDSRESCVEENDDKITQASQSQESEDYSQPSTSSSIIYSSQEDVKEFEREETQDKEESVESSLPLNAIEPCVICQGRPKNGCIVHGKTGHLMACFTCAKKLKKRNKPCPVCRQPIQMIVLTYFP
CHOP UPR activ – activators of apoptotic arm of unfolded protein response (CHOP) | CHO-CHOP luciferase reporter, UPR activation, luminescence; percent of tunicamycin response over DMSO baseline | activation, % at 10 µM | hit rate 0.34% among 330,000 | AID 449763;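 active means at 10 µM dose, activation of 40% or more, normalized to positive control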;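 further: 100% = tunicamycin at 10 µg/mL and 0% = DMSO alone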
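Assay system: CHO cells with stable CHOP pathway luciferase reporter; Buffer or medium: F12 plus 10% serum; Times: 16-18 h cell attachment, then 6 h compound exposure, 37 °C; Signal: luciferase luminescence; Read-out basis: percent activation relative to tunicamycin control; Control set: tunicamycin high control, DMSO low control.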
NLRP3 yeast inh – inhibitors of NALP3 inflammasome in yeast; AID 2825; Yeast reconstituted NLRP3/ASC/caspase-1, beta-gal luminescence, 24 h; hit rate 0.39% among 330,000; inhibition, % at 10 µM;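 active means inhibition of 50% or more; inactive means inhibition below 50%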;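 further: plate controls were induced DMSO wells for no effect and uninduced yeast grown without galactose for full effect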
APJ ag – agonists of human APJ apelin receptor; CHO-K1 APJ PathHunter beta-arrestin, luminescence; 0% DMSO wells, 100% apelin; activation, % at 20 µM; hit rate 0.11% among 330,000;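 active means activation more than six SD over the plate average, tested at 20 µM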;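 further: 0% = DMSO alone and 100% = apelin-13 at 10 nM; some results filed as inactive read as strong as hits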
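Assay system: CHO-K1 cells stably expressing ProLink-tagged human APJ and arrestin–beta-gal acceptor. Compound dosing: 20 µM single point, 1% DMSO. Times: 16-18 h seeding, 90 min dark compound exposure, 60 min detection. Detection: beta-gal luminescence. Evaluation: APJ–arrestin association signal. Controls: negative DMSO alone, positive Apelin-13 at 10 nM.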
NR3A LBD binder – NR3A (human) ligand-binding domain modulation. NR3A LBD differential scanning fluorimetry, Tm shift; 0% = protein alone, 100% = glycine-bound protein. Tm shift relative to glycine control, % at 25 µM. hit rate 2.5% among 340,000. AID 1259313;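 active means melting temperature shift of at least 10% of the positive control shift, at one fixed dose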
tim23-1 inh – growth inhibitors of tim23-1 mutant yeast; S. cerevisiae tim23-1 growth, BacTiter-Glo luminescence, 24 h; inhibition, % at 20 µM; hit rate 1.3% among 330,000; AID 463212;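 active means growth inhibition of the mutant yeast at or above 50%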;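 further: temperature-sensitive mutant grown at 25 °C; plate controls were DMSO-treated mutant yeast for no effect and medium wells lacking yeast for full effect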
TIM10 inh – inhibits growth of TIM10 yeast strain; S. cerevisiae TIM10 strain growth, BacTiter-Glo luminescence, 24 h; inhibition, % at 10 µM; hit rate 1.4% among 330,000; AID 463195;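 active means inhibition of 40% or more at the single tested concentration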;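 further: wild-type TIM10 isogenic control strain grown at permissive 25 °C; 0% = DMSO yeast wells and 100% = minimal medium wells without yeast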
tim10-1 inh – tim10-1 yeast growth inhibition; S. cerevisiae tim10-1 ts strain growth, BacTiter-Glo, 24 h; inhibition, % at 20 µM; hit rate 2.2% among 330,000; AID 463190;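 active means inhibition of at least 40%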;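 further: mutant grown at 25 °C; 0% = DMSO wells with yeast and 100% = wells holding no yeast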
XBP1 UPR activ – activators of adaptive arm of unfolded protein response (XBP1) | hit rate 0.33% among 330,000 | AID 463104 | CHO-XBP1 luciferase reporter, IRE1-XBP1 UPR activation, luminescence; percent of tunicamycin response, DMSO as zero | activation, % at 20 µM;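 active means versus positive control, 20 µM dose yields 30% or more activation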;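 further: 100% = tunicamycin at 10 µg/mL and 0% = DMSO only wells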
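assay system = CHO-XBP1 luciferase reporter cells | amount = 1000 cells/well | buffer or medium = F12 plus 10% FBS | compound dosing = single point, 20 µM final compound, 1% DMSO | incubation = 16-18 h cell attachment at 37 °C, then 6 h compound exposure | detection = Steady-Glo luminescence read | controls = tunicamycin 10 µg/mL and vehicle-only wells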
Active calls of the source: *; / = not tested or not shown.

SMILES | Mdm2-MdmX inh | CHOP UPR activ | NLRP3 yeast inh | APJ ag | NR3A LBD binder | tim23-1 inh | TIM10 inh | tim10-1 inh | XBP1 UPR activ
NS(=O)(=O)c1ccc2c(c1)C1C=CCC1C(C1CC=CCC1)N2 (stereo not drawn) | -4 | 1.7 | 7 | 3 | -3 | 12 | 10 | 34 | -1
CC(C)Nc1nc(NC(C)C)nc(N(C)N)n1 | 5 | -0.9 | -6 | -5 | -1 | 2 | 5 | 19 | 1
CCC(C)C(=O)Nc1nc(-c2ccc3c(c2)NC(=O)CO3)cs1 (stereo not drawn) | 13 | 5.7 | -9 | 6 | -3 | 17 | 23 | 6 | 0
COc1ccc(Cc2nnc(SCc3nc4ccccc4c(=O)[nH]3)o2)cc1 | 16 | -1.7 | 4 | -4 | 1 | -7 | 3 | -5 | -1
C/C(=N\Nc1nc2ccccc2[nH]1)c1ccc(Cl)s1 | 26 | 6.4 | 34 | 3 | 16* | 30 | 0 | -22 | 12
CCCCOC(=O)c1ccc(NC(=S)N2CCN(c3ncc4c(=O)c(C(=O)O)cn(CC)c4n3)CC2)cc1 | 6 | 0.8 | 0 | 1 | 1 | 5 | -9 | -4 | 1
CCCn1cc(C(=O)N(C)C2CCCN(Cc3ccccc3F)C2)c(C)n1 (stereo not drawn) | 14 | 2.5 | 5 | 11 | 0 | 0 | 7 | 7 | -5
Cc1[nH]c(=S)c(C#N)c(C)c1CCC#N | 31 | 4.1 | 4 | 1 | 2 | 3 | 7 | 5 | -1
Cc1ccc(S(=O)(=O)NC(CC(C)C)C(=O)N2CCOCCOCCOCCOCC2)cc1 (stereo not drawn) | 17 | 0.1 | 20 | 0 | 0 | 9 | 12 | 3 | 4
CC(C)(C)c1cc(C(=S)N2CCN(CCO)CC2)cc(C(C)(C)C)c1O | 1 | 2.1 | 9 | -6 | 11* | 24 | 23 | 24 | 2
Cc1nc(N2CCN(S(=O)(=O)c3ccccc3C#N)CC2)c2c(-c3ccccc3)csc2n1 | 33 | 0.5 | 13 | 0 | -14 | 15 | 8 | 12 | 0
CCCCCCCC(=O)OCC(COC(=O)CCCCCCC)OC(=O)CCCCCCC | 16 | 0.5 | -15 | -3 | 2 | 8 | 8 | 12 | -1
Cc1ccc(/C=N/NC(=O)c2nnn(-c3nonc3N)c2-c2cccs2)cc1 | 4 | 2.7 | -5 | 6 | 10 | 11 | 9 | 10 | 0
O=C(CCSc1ccc(Cl)cc1)N1CCN(c2ccc(O)cc2)CC1 | -25 | 3.5 | 44 | -1 | 0 | 5 | 31 | -34 | -1
O=C(Nn1cnc2ccccc2c1=O)c1ccc([N+](=O)[O-])cc1 | -26 | 0.5 | 0 | -2 | -1 | 9 | 21 | 13 | 1
COc1ccc(CNC(=O)C2CCCN(S(=O)(=O)c3ccccc3)C2)cc1 (stereo not drawn) | 25 | -0.8 | 14 | -3 | 2 | 8 | 8 | 8 | -5
Fc1ccc(-c2csc3ncnc(N4CCN(Cc5ccccc5)CC4)c23)cc1 | 34 | 4.3 | 7 | 18 | 0 | 38 | 13 | 30 | -5
COc1ccc(N2CCN(C(CNS(=O)(=O)c3ccc4c(c3)OCCO4)c3ccco3)CC2)cc1 (stereo not drawn) | 4 | 3.6 | 2 | 1 | 1 | 21 | 20 | 32 | -3
CCOC(=O)c1c(C)[nH]c(C)c1S(=O)(=O)NC(CC)CN1CCOCC1 (stereo not drawn) | -2 | 1.3 | 10 | -6 | -1 | -4 | 10 | -6 | 1
COc1ccccc1C(=O)C1CCCN(C(=O)c2ccc(C(C)=O)s2)C1 (stereo not drawn) | 0 | 2.7 | -4 | 7 | -3 | 13 | 3 | 33 | -4
COc1ccc(/C=C/C(=O)O)cc1S(=O)(=O)NCc1ccco1 | 20 | -0.7 | 5 | 0 | -1 | -1 | 2 | 2 | -1
Cc1ccccc1NC(=O)Cc1nc(COC(=O)Cc2ccccc2F)cs1 | 7 | 0.1 | 3 | -3 | 0 | 20 | 27 | 24 | 4
Clc1ccccc1Cc1noc(CN2CCSCC2)n1 | 10 | 2.3 | 7 | -4 | -1 | 2 | -7 | 13 | 1
Cc1csc(NC(=O)CSc2nc(C)nc3c2c(=O)n(C)c(=O)n3C)n1 | 1 | -1.6 | 8 | 9 | -1 | 9 | -8 | -7 | -2
CCS(=O)(=O)N1CCC2(CC1)OCCN2S(=O)(=O)c1ccc(C)cc1 | 13 | 0.2 | 22 | 3 | 7 | 11 | 10 | 19 | -3

Structures listed so far that bear a hit mark in NR3A LBD binder:
| Structure | Mdm2-MdmX inh | NLRP3 yeast inh | NR3A LBD binder | TIM10 inh | XBP1 UPR activ |
| --- | --- | --- | --- | --- | --- |
| C/C(=N\Nc1nc2ccccc2[nH]1)c1ccc(Cl)s1 | 26 | 34 | 16* | 0 | 12 |
| CC(C)(C)c1cc(C(=S)N2CCN(CCO)CC2)cc(C(C)(C)C)c1O | 1 | 9 | 11* | 23 | 2 |

More structures.
SMILES | Mdm2-MdmX inh | CHOP UPR activ | NLRP3 yeast inh | APJ ag | NR3A LBD binder | tim23-1 inh | TIM10 inh | tim10-1 inh | XBP1 UPR activ
NS(=O)(=O)c1cc(C(=O)OCC(=O)Nc2ccc3[nH]c(=O)[nH]c3c2)ccc1Cl | 12 | -1.7 | 4 | -2 | -1 | -20 | -41 | -31 | -1
COC(=O)C(NC(=O)CCc1nnc2ccc(N3CCCCC3)nn12)C(C)C (stereo not drawn) | 17 | 3.3 | 18 | -4 | -2 | 5 | 10 | 3 | -6
COc1ccc(CN2CCCC(C(=O)c3ccc(Cl)cc3)C2)cc1Cn1cncn1 (stereo not drawn) | 26 | -1.8 | 8 | -4 | -2 | 9 | 4 | 2 | -1
Cc1cc(OC(C)C(=O)NCc2ccncc2)c2c(C)c(C)c(=O)oc2c1 (stereo not drawn) | 31 | -1.2 | 14 | 2 | -2 | 6 | 11 | -4 | -5
O=C(NCc1ccncc1)C1CCCN(S(=O)(=O)c2ccc(Br)cc2)C1 (stereo not drawn) | 38 | 1.2 | 16 | 2 | -2 | 14 | 8 | 9 | -6
CCCCOC(=O)c1ccc(N2C(=O)CC(N3CCN(C/C=C/c4ccccc4)CC3)C2=O)cc1 (stereo not drawn) | 26 | -2.0 | 29 | -4 | -6 | 13 | 23 | 5 | 1
COc1ccccc1NS(=O)(=O)c1cccc(C(=O)N2CCCCCCC2)c1 | 9 | 0.6 | 8 | -2 | -1 | 14 | -6 | -1 | -1
C/C=C/C(=O)NCCc1ccc(OC)c(OC)c1 | 5 | -2.2 | -6 | -1 | -1 | 6 | 18 | 23 | -3
C[C@H](NC(=O)c1ccccc1)C(=O)N1CCN(c2ccccc2)CC1 | 19 | 1.0 | 33 | 1 | -1 | 8 | -15 | -3 | 0
COc1cccc(/C=N/n2c(C3CCCCC3)n[nH]c2=S)c1 | 14 | -1.0 | 31 | -2 | 0 | 42 | 33 | 29 | -2
CCC[N+]1(CC#CCC(c2ccccc2)c2ccccc2)CCCCC1 | 49 | -0.4 | 14 | -3 | 0 | 0 | 4 | 21 | 1
CC1(C)CC(=O)CC2(C1)NCC(c1ccccc1Cl)c1c2[nH]c2ccccc12 (stereo not drawn) | 16 | -0.6 | -7 | 1 | -7 | 18 | 11 | 22 | -5
Cc1noc(C)c1S(=O)(=O)Nc1ccc(C(=O)NCc2ccccc2)cc1 | 2 | 0.9 | 10 | 2 | 6 | 7 | 12 | 10 | -1
CC1=C(C(=O)OCc2ccc3c(c2)OCO3)C(c2cccc([N+](=O)[O-])c2)NC(=O)N1 (stereo not drawn) | 50 | -1.7 | 11 | 2 | -1 | -6 | -2 | -2 | 0
COc1ccc(-c2ncccc2O)cc1 | 4 | -1.0 | -25 | -5 | 0 | -6 | 1 | -4 | -4
COc1ccccc1CNC(=O)C1CCN(S(=O)(=O)c2ccc3c(c2)CC(C)N3C(C)=O)CC1 (stereo not drawn) | -15 | -1.8 | -3 | 1 | -1 | 2 | 6 | 8 | -1
O=C(Cc1nc(=O)c2ccccc2s1)Nc1ccccc1 | -129 | 1.6 | 1 | -1 | 18* | -10 | 11 | 9 | 1
CCN(C(=O)N1CCOCC1)c1ccccc1 | 14 | 1.6 | 17 | -4 | -2 | 6 | -2 | 7 | -3
NS(=O)(=O)c1ccc(CCNC(=O)CCCNC(=O)c2ccc(Cl)cc2)cc1 | 1 | 1.7 | 13 | -2 | 3 | -4 | 1 | -1 | -3
O=C(COc1cccnc1[N+](=O)[O-])Nc1cccc(Br)c1 | -11 | 3.3 | 28 | -2 | 3 | 1 | -8 | -3 | 3
CCC(C)C(=O)Nc1ccc(OC)cc1[N+](=O)[O-] (stereo not drawn) | 2 | 5.0 | 19 | -3 | -13 | -6 | -3 | 2 | -1
O=C(NC(=S)Nc1ccccc1N1CCCC1)c1ccccc1Br | 16 | -0.3 | 18 | -4 | / | 61* | 39 | 41* | -2
CCN(CC(=O)Nc1cc(Cl)ccc1C)C(=O)CSCc1ccc(C)cc1 | 26 | -0.5 | 21 | -2 | -2 | 14 | 4 | 26 | -4
CCCN(CCC)c1nc(N)c(C#N)c(CC#N)c1C#N | 24 | 13 | 3 | 1 | 1 | 0 | 8 | 25 | 11
Cn1nc(C(=O)NC2CCC(O)CC2)c2ccccc2c1=O (stereo not drawn) | -3 | 1.1 | 10 | -2 | 3 | 9 | 1 | 7 | 0
SMILES | Mdm2-MdmX inh | CHOP UPR activ | NLRP3 yeast inh | APJ ag | NR3A LBD binder | tim23-1 inh | TIM10 inh | tim10-1 inh | XBP1 UPR activ
Cc1ccc(NC(=O)NCCCN2CCCC2=O)cc1Cl | 21 | 2.2 | -4 | -5 | 1 | 15 | -3 | 7 | 3
CCOc1ccc2ccccc2c1/C=N/NC(=O)CNC(=O)C(c1ccccc1)c1ccccc1 | -7 | -0.9 | 21 | -5 | 4 | 34 | 28 | 26 | -3
CCOC(=O)c1[nH]c(C)c(C(=O)NCCCOC(C)C)c1C | -4 | -2.1 | 0 | -3 | 0 | 6 | 1 | 1 | -1
Cc1cc(OCC(=O)O)c2cccc(C)c2n1 | 2 | -1.2 | -5 | -5 | 1 | 1 | -12 | 12 | -3
O=C(CN(c1ccc(F)cc1)S(=O)(=O)c1ccccc1)NCc1ccco1 | 7 | 6.2 | 22 | -1 | -3 | 14 | 1 | 23 | 1
CC1CC(C)CN(C(=O)COc2ccc(-c3nnco3)cc2)C1 (stereo not drawn) | -29 | -1.9 | 4 | -3 | -3 | 25 | -7 | 9 | -1
O=C(CCCc1cccs1)Nc1nccs1 | -38 | -1.6 | 6 | -3 | -1 | 20 | 19 | 12 | -1
Cc1cccc(OCC(=O)N/N=C/c2cc([N+](=O)[O-])ccc2N2CCOCC2)c1 | 3 | 1.5 | 10 | -2 | -18 | -6 | 1 | 1 | -1

This is a random part of the collection. Share with any hit: about 8.2%.
